# Screens deposited in PubChem by several laboratories.
# Jurkat viability: cytotoxicity toward Jurkat T cells, primary screen, cytotoxicity control, cell-based, Jurkat E6.1, 60K MLSMR library | Jurkat E6.1 viability, ATP luminescence, 48 h | inhibition, % at 4 µM | 1.2% of 56,000 active | AID 463, 2006;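 active = inhibition above the mean inhibition of all tested compounds plus 3 SD, cut at about 28% in these data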
# M1 antag: antagonists of rat M1 muscarinic receptor; B-score at 10 µM; 3.4% of 64,000 active; Muscarinic acetylcholine receptor M1 (Rattus norvegicus), P08482; CHO-M1 cells, Fluo-4 calcium, ACh EC80 antagonist mode; stronger effect = lower value;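 active = calcium fluorescence response, raw or row-and-column corrected B-score, differing from the plate sample mean either way at a set confidence level, mostly lower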
# 5HT1E ag: 5-HT1E receptor agonists, primary screen, cell-based, HTS. 0.69% of 65,000 active. CHO 5-HT1E Ga15 NFAT-bla reporter, FRET; 0% DMSO wells, 100% control agonist wells. activation, % at 6 µM. AID 574, 2007;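 active = activation above a set limit, the screen-wide mean activation plus 3 SD, cut at about 8.5% in these data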;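 also: 100% = positive control agonist at 1 µM giving full maximal response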
# 5HT1a ag: human 5-HT1a receptor agonists, primary screen, cell-based, CHO, Ga15 NFAT-bla reporter; activation, % at 10 µM; CHO 5-HT1a Ga15 NFAT-bla reporter, FRET ratio; 0% basal, 100% maximal reference agonist; 0.56% of 65,000 active; AID 567, 2006; 5-hydroxytryptamine receptor 1A (Homo sapiens), P08908;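 active = activation above the screen-wide mean activation plus 3 SD, cut at about 19% in these data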;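 also: 0% = DMSO wells and 100% = 5-CT at EC100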
# S1P1 ag pot: S1P1 agonists and agonism potentiators, primary screen, cell-based, primary and confirmation screens, CRE-bla reporter. activation, % at 9.5 µM. AID 449, 2006. S1P1 CRE-bla cells, forskolin, beta-lactamase FRET, potentiator mode; S1P1 agonist co-added at EC20, 2 nM; 100% = saturating reference agonist, 0% = basal. Sphingosine 1-phosphate receptor 1 (Homo sapiens), P21453. 0.57% of 56,000 active;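 active = activation above a cutoff set at the mean activation of all tested compounds plus 3 SD, cut at about 54% in these data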;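 also: forskolin at 4 µM as EC80 and the EC20 agonist is SEW2871; 100% = SEW2871 at its EC100 plus forskolin at EC80; some compounds past the cut are filed as inactive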
# Target sequence (P21453 whole entry, looked up): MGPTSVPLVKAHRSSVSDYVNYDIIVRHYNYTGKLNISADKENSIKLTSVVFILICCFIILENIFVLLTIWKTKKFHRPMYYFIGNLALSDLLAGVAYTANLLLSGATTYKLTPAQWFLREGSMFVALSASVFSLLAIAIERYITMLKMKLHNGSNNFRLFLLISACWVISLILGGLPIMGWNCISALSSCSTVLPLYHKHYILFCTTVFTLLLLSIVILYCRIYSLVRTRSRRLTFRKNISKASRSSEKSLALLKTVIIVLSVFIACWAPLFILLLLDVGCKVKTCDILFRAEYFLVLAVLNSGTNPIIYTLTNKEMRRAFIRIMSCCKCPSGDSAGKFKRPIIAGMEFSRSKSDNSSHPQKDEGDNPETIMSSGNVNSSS
# M1 ag: M1 muscarinic receptor agonists, primary screen, CHO-M1 cells, Fluo-4 calcium, agonist mode; Muscarinic acetylcholine receptor M1; Fluo-4 calcium fluorescence; stronger effect = higher value; B-score at 10 µM; 3% of 64,000 active;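 active = fluorescence rise, raw or as B-score row- and column-corrected plate score, outside the 99.7% band of its plate's samples, either direction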
# S1P3 agonist: human S1P3 receptor agonists, primary screen, cell-based, primary and confirmation, NFAT-BLA reporter. S1P3 NFAT-BLA reporter cells, agonism, FRET ratio; relative to 1 µM S1P, basal subtracted. activation, % at 4.5 µM. 0.1% of 60,000 active. Sphingosine 1-phosphate receptor 3 (Homo sapiens), Q99500;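 active = activation above the screen-wide mean plus 3 SD, cut at about 4.5% in these data, passing the limit was not always enough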; also: some compounds called inactive have numbers as strong as hits
# Target sequence (Q99500 whole entry, looked up): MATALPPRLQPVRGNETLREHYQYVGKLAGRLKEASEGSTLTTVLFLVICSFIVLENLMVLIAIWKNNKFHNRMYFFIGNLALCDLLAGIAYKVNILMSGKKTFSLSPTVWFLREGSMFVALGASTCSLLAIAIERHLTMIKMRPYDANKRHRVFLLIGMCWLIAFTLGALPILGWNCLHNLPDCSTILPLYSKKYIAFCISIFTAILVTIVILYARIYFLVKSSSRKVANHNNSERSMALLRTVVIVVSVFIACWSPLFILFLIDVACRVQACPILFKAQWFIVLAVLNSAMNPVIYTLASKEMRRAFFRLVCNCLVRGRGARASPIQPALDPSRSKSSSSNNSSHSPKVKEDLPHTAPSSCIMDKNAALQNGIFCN
#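 Assay system: CHO cells stably expressing human S1P3, Gα16 and NFAT-β-lactamase reporter. Timing: overnight plating, 4 h compound 37 °C, 2 h substrate RT. Signal: β-lactamase FRET emission ratio 460/535 nm. Measure: percent activation versus median 1 µM S1P response, basal-subtracted, per plate. Repeats: primary screen single test, confirmation screen in triplicate.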
# 5HT1E antag: 5-HT1E receptor antagonists, primary screen, cell-based, HTS. 0.99% of 65,000 active. inhibition, % at 6 µM. CHO 5-HT1E Ga15 NFAT-bla reporter, FRET, antagonist. AID 571, 2007. 5-hydroxytryptamine receptor 1E (Homo sapiens), P28566;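 active = inhibition above a set limit, the mean inhibition across every tested compound plus 3 SD, cut at about 29% in these data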;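 also: signal is the 460 over 535 nm emission ratio of beta-lactamase substrate; 0% = agonist plus DMSO wells and 100% = wells without agonist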
# 5-HT1A blocker: human 5-HT1a receptor antagonists, primary screen, cell-based, CHO, Ga15 NFAT-bla reporter; 5-hydroxytryptamine receptor 1A (Homo sapiens), P08908; CHO 5-HT1a Ga15 NFAT-bla reporter, antagonist mode; inhibition, % at 10 µM; AID 612, 2007; 0.68% of 62,000 active;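 active = inhibition above the mean of all tested compounds plus 3 SD, cut at about 43% in these data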;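 also: receptor stimulated by 5-CT agonist at 100 nM near EC80; beta-lactamase reporter measured by ratiometric fluorescence of a cleavable substrate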
# An asterisk follows results filed as active; . = no result given.
# Below each SMILES: 5-HT1A blocker	S1P1 ag pot	5HT1a ag	5HT1E antag	S1P3 agonist	M1 ag	5HT1E ag	M1 antag	Jurkat viability
> O=c1c(F)cn(C2CCCO2)c(=O)n1Cc1ccccc1Cl (configuration not stated)
→ .	2	0.1	-4	-2.1	0.37	0.5	0.2	.
> CCCCCOC(=O)C(C)c1c(C)[nH]c(=S)[nH]c1=O (configuration not stated)
→ .	15	-2.7	-14	-3.1	0.14	0.4	0.15	.
> NC(=O)CCS(=O)(=O)CCN1CCCCC1
→ -11	-8	-1.8	2	-0.2	0.84	0.3	-0.73	-5
> O=C(O)C1CCCN1S(=O)(=O)c1ccc2ccccc2c1 (configuration not stated)
→ -3	.	-0.6	-9	.	-0.35	-0.3	1.2	.
> c1ccc(OCCOCCSc2ncccn2)cc1
→ 2	6	-2.6	-13	-1.0	-0.15	-0.9	0.083	3
> Cc1cc(Nc2cc(C)on2)n2ncnc2n1
→ 2	-7	-3.8	-7	-0.9	0.35	-0.7	0.097	1
> CCCCn1c(=N)n(CC(O)COc2ccc(C)cc2)c2ccccc21 (configuration not stated)
→ 53*	14	-2.8	-3	-1.7	-0.12	-0.1	0.098	13
> Cc1cc2cc(CN(Cc3ccc4c(c3)OCO4)C(=O)c3cnccn3)c3nnnn3c2cc1C
→ -14	.	-2.6	20	.	2.6	-0.4	1	.
> Nc1nonc1-c1noc(N2CCCCC2)n1
→ 23	16	11	21	-1.5	-0.12	-0.8	0.18	4
> CCOC(=O)c1c(N)sn(-c2ccccc2C)c1=S
→ 14	49	-1.4	16	-0.1	-0.5	0.4	-0.02	-4
> Cc1cccc(OCc2nc(C#N)c(NCCN(C)C)o2)c1
→ 10	-19	-0.2	-4	-0.9	-1.9	2.2	0.46	-4
> COC(=O)CSc1nnc(-c2ccc(S(=O)(=O)N3CCCCC3)cc2)o1
→ 2	8	-3.1	-5	-0.3	-0.33	-0.6	0.53	2
> CCCOC(=O)C1=C(C)NC2=C(C(=O)CCC2)C1c1cc(OC)ccc1OC (configuration not stated)
→ 6	4	0.1	-12	-0.5	0.41	0.1	0.032	0
> Cc1ccc(CNc2ccc(O)cc2)cc1
→ -3	-4	-3.0	-1	-0.4	0.29	-0.7	0.39	5
> Cn1c(=O)c2c(nc(NCc3ccc4c(c3)OCO4)n2Cc2ccc(F)cc2)n(C)c1=O
→ .	-6	1.0	0	-4.6	-0.63	-0.9	-0.2	.
> Cc1ccccc1OCCCCc1c(C)n[nH]c1C
→ 15	131*	-3.4	9	-1.6	-0.51	0.2	-0.92	6
> COc1ccccc1CNc1nc2nc(C)c(C)c(=O)n2[nH]1
→ -5	-1	-1.6	-9	0.1	.	1.1	.	-13
> O=C(Nc1cc(=O)c2ccccc2o1)N1CCCCC1
→ 5	.	-2.1	25	.	0.15	0.2	0.02	.
> CC(=O)Nc1ccc(NC(=O)c2cc(C)nn2-c2ccccc2)cc1
→ -9	-4	-1.7	5	-0.5	-0.78	-0.4	0.62	5
> CC(=O)NS(=O)(=O)c1ccc(NC(=O)CCC2CCCC2)cc1
→ -3	.	-2.3	1	-0.6	1.2	-0.4	0.43	3
> N#CC1=C(N)Oc2cc(N)ccc2C1C1CCCCC1 (configuration not stated)
→ 1	10	9.7	6	-0.5	-0.31	1.6	0.31	84*
> CCOC(=O)N1CCN(C(=O)CSc2nc3c(cnn3-c3ccc(Cl)cc3)c(=O)[nH]2)CC1
→ -17	-4	2.6	-20	0.6	1.5	1.2	-1.4	-4
> COc1ccc(N2Cc3cccc(C(=O)N4CCOCC4)c3C2=O)cc1
→ 0	-2	0.3	4	0.5	-0.47	0.0	-0.77	-6
> Cc1ccc(-c2nc(N)n(S(C)(=O)=O)n2)cc1
→ -1	-3	1.2	3	1.7	-1.1	0.4	0.65	-6
> COC(=O)CSc1nc(-c2cccs2)ccc1C#N
→ .	3	-1.1	-1	-1.8	0.48	-0.6	0.11	.
> Cc1ccc(C2C(C(=O)c3sc(C)nc3C)=C(O)C(=O)N2CCN(C)C)o1 (configuration not stated)
→ 4	6	0.2	0	-0.9	-0.81	0.7	-0.09	-6
> Nc1cc(C2CCCC2)nn1-c1ccccc1
→ -5	.	-0.5	4	.	-0.063	0.6	-1.2	.
> CCCCOc1ccc(CSc2ncn[nH]2)cc1
→ -1	.	0.5	2	-0.5	0.017	-0.2	-0.23	-5
> CCn1cc(S(=O)(=O)CC(=O)Nc2ccc(C)cc2)c2ccccc21
→ 10	.	-0.9	-5	.	0.15	-0.9	-0.11	.
> O=c1c2ccccc2nc(-c2ccccc2)n1Cc1ccco1
→ 7	-16	-0.8	1	-0.6	-1.4	-1.9	-0.64	-1

# Ordered by molecular weight (rising): three of the compounds above
# Below each SMILES: 5-HT1A blocker	S1P1 ag pot	5HT1a ag	5HT1E antag	S1P3 agonist	M1 ag	5HT1E ag	M1 antag	Jurkat viability
> CCn1cc(S(=O)(=O)CC(=O)Nc2ccc(C)cc2)c2ccccc21
→ 10	.	-0.9	-5	.	0.15	-0.9	-0.11	.
> Cc1ccc(C2C(C(=O)c3sc(C)nc3C)=C(O)C(=O)N2CCN(C)C)o1 (configuration not stated)
→ 4	6	0.2	0	-0.9	-0.81	0.7	-0.09	-6
> COC(=O)CSc1nnc(-c2ccc(S(=O)(=O)N3CCCCC3)cc2)o1
→ 2	8	-3.1	-5	-0.3	-0.33	-0.6	0.53	2

# (cont.)
# Below each SMILES: 5-HT1A blocker	S1P1 ag pot	5HT1a ag	5HT1E antag	S1P3 agonist	M1 ag	5HT1E ag	M1 antag	Jurkat viability
> COCCn1c(Sc2nc(C)cs2)nc2c1c(=O)[nH]c(=O)n2C
→ -18	-8	-2.9	-6	0.2	-0.72	1.9	-4.1*	-5
> O=C(Nc1ncnc2c1CCC2)C12CC3CC(CC(C3)C1)C2
→ 2	-2	40*	16	-1.0	-0.98	0.2	0.27	0
> CCCNC(=O)CC1Sc2ccccc2NC1=O (configuration not stated)
→ -17	.	-2.3	1	-0.5	0.55	-0.9	-1	3
> COc1ccc(C)cc1NC(=O)COCC(=O)O
→ 2	-11	-3.0	1	-0.9	0.12	-0.5	-0.084	-7
> CCc1nnc(NC(=O)C2CCCN2C(=O)Nc2ccccc2OC)s1 (configuration not stated)
→ -9	.	-2.1	-1	.	-0.44	-0.2	0.047	.
> O=C(CSc1nnc2scc(-c3ccccc3)n12)NCc1ccco1
→ -14	.	0.9	-4	.	-0.28	1.9	-0.85	.
> CCOC(=O)C1CCN(C(=O)CC(NS(=O)(=O)c2ccc(OC)cc2)C(C)C)CC1 (configuration not stated)
→ 0	16	2.1	2	-1.2	0.00026	-0.7	-0.38	0
> CC(C)CNc1cc(=O)n(C)c(=O)n1C
→ -6	.	-0.6	-4	0.2	0.14	0.3	0.025	-4
> CC1(C)CC(=O)C2=C(C1)Oc1ncn3nc(-c4cccnc4)nc3c1C2c1ccccc1 (configuration not stated)
→ -6	1	-1.4	8	-0.8	-0.22	-1.2	0.42	9
> COc1ccccc1NC(=O)Cn1c(CN2CCCCC2)nc2ccccc2c1=O
→ 19	10	-0.2	-2	-0.5	-1.4	0.6	-0.35	5
> O=C(OCC(=O)N1CCN(c2ccccc2)CC1)C1=COCCO1
→ 13	13	-6.9	4	-0.2	-0.11	-0.2	-1.4	-10
> CN(C)c1ccc(NC(=O)CN2CCN(S(=O)(=O)c3cc(Cl)ccc3Cl)CC2)cc1
→ -9	12	2.6	-24	-1.6	-0.52	1.4	-0.8	-7
> Cc1ccc(N)c(C(O)(C(F)(F)F)C(F)(F)F)c1
→ -6	-6	-3.1	9	-0.9	-0.038	0.0	1.8	-2
> CCSc1nc2c(cnn2-c2ccc(C)c(C)c2)c(=O)[nH]1
→ -16	-31	-3.2	-4	0.5	0.32	-0.3	-0.18	-6
> CCCNC(=O)c1c(N)n(-c2cccc(OC)c2)c2nc3ccccc3nc12
→ -26	-151	42*	-11	1.9	-0.85	8.7*	-0.13	-8
> O=C(CSc1nnc(CN2CCOCC2)n1-c1ccccc1)N1CCc2ccccc21
→ -5	-24	-1.3	-17	-0.4	0.17	0.5	-0.44	-1
> CCC1(C)Cc2c(sc3nc(NC)n(C)c(=O)c23)CO1 (configuration not stated)
→ -15	-23	-1.1	-3	0.0	-1.8	0.0	0.39	-3
> Nc1cc(CN2C(=O)c3ccccc3C2=O)cc(Cl)c1O
→ 11	.	-1.5	16	-0.6	0.12	-1.6	-0.93	2
> CC1(C)Oc2ccc(NC(=O)C3COc4ccccc4O3)cc2O1 (configuration not stated)
→ -12	-1	-2.1	1	0.2	0.0013	0.3	-0.3	-1
> CCn1c(SCC(=O)NCc2ccc(C)cc2)nnc1-c1ccncc1
→ 4	-4	1.1	5	-0.2	0.069	-0.7	-0.43	-2
> CN(C)c1ccc(C(CC(=O)O)NC(=O)c2ccc(Cl)cc2)cc1 (configuration not stated)
→ 7	-4	-2.5	4	-0.5	-0.25	0.7	0.023	2
> O=c1cc(N2CCOCC2)[nH]c(=O)n1-c1ccc(Br)cc1
→ -9	16	-3.0	-15	0.0	0.058	0.3	0.67	-2
> Cc1nc2ccccn2c1/C(O)=C1\C(=O)C(=O)N(CCCN(C)C)C1c1ccc(F)cc1 (configuration not stated)
→ 12	0	0.9	18	-0.6	-0.54	-1.6	-1	-2
> CCc1ccc(NC(=O)c2cnc3n(c2=O)CCS3)cc1
→ 9	26	-1.5	2	-1.2	0.69	0.8	-0.3	19
> Cc1nc2ccc(F)cc2cc1C(=O)NC(C)C
→ 2	-2	-2.7	4	0.1	-0.86	0.4	0.19	-8
> Cc1ccc2c(c1)cc(CN(Cc1ccco1)S(=O)(=O)c1ccccc1)c1nnnn12
→ -11	-11	-0.9	-12	-0.3	0.53	1.0	-1.1	1
> COc1ccccc1-c1cc(C(=O)Nc2cc(C)nn2-c2ccccc2)no1
→ 28	65	-1.9	12	-0.9	-0.07	0.5	0.46	89*
> CCCCOc1ccc(C(=O)N2CCCC2C(=O)O)cc1 (configuration not stated)
→ .	-1	-0.7	-6	12	-0.16	0.4	-0.11	.
> CCCCCn1c2nc3ccccc3nc2c2c(=O)n(CC(C)C)cnc21
→ .	-1	1.0	-1	-3.0	-0.066	0.0	0.023	.
> O=C(c1cccs1)N1CCN(S(=O)(=O)N2CCOCC2)CC1
→ 5	-2	1.0	4	-0.2	-1.1	-0.5	-0.076	-2
> CC1=C(C(=O)NCCN2CCN(C)CC2)C2(CCC(C)CC2)OC1=O (configuration not stated)
→ 4	6	-1.5	3	-1.2	-0.016	-0.2	-0.28	1
> C=C(Cl)COc1ccc2c(CC)cc(=O)oc2c1
→ -10	-23	-0.9	-1	-0.3	0.19	-0.1	0.16	-2
